Bioassay records as filed in PubChem BioAssay.
Pf Dd2 inh: inhibitors of Plasmodium falciparum Dd2 growth; P. falciparum Dd2 growth, SYBR Green, 72 h; AID 1347417; Potency, µM (titrated, usually from 28.9 µM), for the others: at the highest dose activity, negative = inhibition, actives largely listed as inhibitors; 4.3% of 120,000 active; active means well fitted inhibition curve with a large enough effect; inconclusive means small, poorly fitted or top-dose-only effect; inactive means no such curve, though single readings can be large or run the other way;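 further: plate controls were DMSO vehicle for no effect and reference drug for full effect; nearly all actives have a fitted effect of over 65% in size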
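Readout: SYBR Green fluorescence, 485 nm excitation, 535 nm emission, after ~16 h lysis at 37C. Before that, Dd2-infected red cells (2.5% hematocrit) grew 72 h with compound, 29 uM top final concentration.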
* marks the source's active call; other numbers are inactive results; i = inactive; ? = inconclusive; [ ] = another dose, or the depositor's remark. Potency means the concentration at half of the fitted maximal effect. The list is partial; rates above refer to the full screens.

SMILES	Pf Dd2 inh
O=C(Cc1c[nH]c2ccccc12)N[C@@H]1[C@@H]2CCO[C@@H]2[C@@H]1C1CCCC1	-18%
COC(=O)c1nc(NC(=O)Cn2nc3c(cc2=O)CCCC3)sc1C(C)C	-11%
O=C(C1CCCCC1)N1CC[C@H](c2nc3ccc(C(F)(F)F)cc3[nH]2)C1	i
CC(C)c1ccc(NC(=O)C2CCN(S(=O)(=O)c3cccc4nsnc34)CC2)cc1	-5%
CCOC(=O)c1cccc(NC(=O)CSc2nc3cc4ccccc4cc3[nH]2)c1	?
Cc1ccc(C2Cn3nnc(-c4noc(-c5cccc(N(C)C)c5)n4)c3CO2)cc1 (configuration not stated)	-9%
OC[C@@H]1CNC[C@H]1c1nc(C2CC2)no1	13%
CN(Cc1ccccc1)C1CCCc2ccccc21 (configuration not stated)	?
C[C@@H]1CN(C(=O)c2ccc3c(c2)NC(C)(CCCCc2ccccc2)CO3)C[C@H](C)O1 (some centres not stated)	?
COc1ccccc1C(=O)OCc1cc(=O)n2c(C)csc2n1	22%
O=C1CCC2(CCCN(C(=O)c3ccnc(-n4cnnc4)c3)C2)CN1CC1CC1 (configuration not stated)	3%
CN1C(=O)C(CC(=O)N2CCC(CO)CC2)(Cc2ccccc2)c2ccccc21 (configuration not stated)	-8%
CCCNC(=O)CN1C(=O)NC(c2ccccc2OCC)C2=C1COC2=O (configuration not stated)	1%
CCCC(=O)N1CCN(C2CCN(CCC(C)C)C2=O)CC1 (configuration not stated)	0%
CCc1ccc(CNC(=O)CN2C(=O)CSc3ccc(S(=O)(=O)N4CCOCC4)cc32)cc1	-21%
N[C@H]1CN(S(=O)(=O)c2ccc(OC(F)F)cc2)C[C@@H]1C1CC1	5.6µM*
Cc1cc(=O)n(CC(=O)Nc2ccc(C)c(F)c2)c(N(C)Cc2ccccc2)n1	-23%
CN1CCN(Cc2nc(C3(O)CCN(CC4CC4)CC3)cs2)CC1	17%[44.1 µM]
COc1ccccc1CNC(=O)c1cc2c(s1)-c1ccc(Cl)cc1SC2	9%
Cn1cccc1CN1CCC2(CC1)NC(=O)c1ccccc1O2	-3%[44.1 µM]
O=C(NCc1cccnc1)c1nc(-c2ccccc2)cc2[nH]ccc12	i
COCCOC(=O)Cn1nnc2sc(-c3ccccc3)cc2c1=O	16%
Cc1ccc(C)c(N2CCN(C(=O)CCS(=O)(=O)c3cc4c(cc3Cl)NC(=O)CO4)CC2)c1	-5%
Cc1ccc(C)c(NC(=O)Cn2c(=O)n(CCC(C)C)c(=O)c3cccnc32)c1	-21%
COc1ccc(C(=O)N[C@H]2C[C@H]3C(=O)Nc4ccc(-c5ccsc5)cc4C(=O)N3C2)cc1	-24%

5 entries from above, as comma-separated lines.
Compound,Pf Dd2 inh
CCCC(=O)N1CCN(C2CCN(CCC(C)C)C2=O)CC1 (configuration not stated),0%
CN1C(=O)C(CC(=O)N2CCC(CO)CC2)(Cc2ccccc2)c2ccccc21 (configuration not stated),-8%
O=C1CCC2(CCCN(C(=O)c3ccnc(-n4cnnc4)c3)C2)CN1CC1CC1 (configuration not stated),3%
O=C(Cc1c[nH]c2ccccc12)N[C@@H]1[C@@H]2CCO[C@@H]2[C@@H]1C1CCCC1,-18%
N[C@H]1CN(S(=O)(=O)c2ccc(OC(F)F)cc2)C[C@@H]1C1CC1,5.6µM*

The main list resumes, starting five compounds before the break.
SMILES	Pf Dd2 inh
O=C(NCc1cccnc1)c1nc(-c2ccccc2)cc2[nH]ccc12	i
COCCOC(=O)Cn1nnc2sc(-c3ccccc3)cc2c1=O	16%
Cc1ccc(C)c(N2CCN(C(=O)CCS(=O)(=O)c3cc4c(cc3Cl)NC(=O)CO4)CC2)c1	-5%
Cc1ccc(C)c(NC(=O)Cn2c(=O)n(CCC(C)C)c(=O)c3cccnc32)c1	-21%
COc1ccc(C(=O)N[C@H]2C[C@H]3C(=O)Nc4ccc(-c5ccsc5)cc4C(=O)N3C2)cc1	-24%
CC(=O)Nc1ccc(CN2CCN3C(=O)N(C)C[C@H]3C2)cc1	13%[44.1 µM]
O=C(c1ccc(F)cc1F)N1C[C@@H](CO)[C@H](c2nc(C3CC3)no2)C1	-4%
CC(=O)Nc1ccc(/C=C/c2noc(-c3ccccc3O)n2)cc1	-1%
CC(C)CN(CCCNC(=O)Cn1ncc2c3ccccc3n(C)c2c1=O)CC(C)C	-13%
O=C(N1CCCC1)N1CCN(c2ncnc3sccc23)CC(O)C1 (configuration not stated)	-3%
COc1cc(NC(=O)C2CCN(S(=O)(=O)c3c(C)noc3/C=C/c3ccccc3F)CC2)cc(OC)c1OC	4%
O=C(NC1CCN(c2cc(-c3ccccc3)[nH]n2)CC1)c1ccccc1Cl	-20%
O=C(NC1CC1)c1ccccc1OCC1CCCN(Cc2cn[nH]c2-c2ccc(F)cc2)C1 (configuration not stated)	-8%
COc1ccc(-c2nc(CSCC(=O)NCc3ccccc3Cl)c(C)o2)cc1OC	12%
CCOC(=O)c1cnc(N2CC3CCC(C2)N3CC(F)(F)F)s1	?
CC(C)C(=O)N1Cc2ccccc2CC2(CCCCN2Cc2cccnc2)C1 (configuration not stated)	13µM*
O=C1c2[nH]nc(-c3ccc(F)cc3)c2C(c2ccccc2F)N1c1ccccc1 (configuration not stated)	-28%
CCC(C)NC(=O)c1[nH]c2cc(OC)ccc2c1Sc1ccc(C)cc1 (configuration not stated)	-14%
CC(=O)Nc1nonc1-c1nnc(SCc2ccccc2)n1C	i
CC(CCc1ccccc1)NC(=O)CSc1n[nH]c(-c2ccc(F)cc2)n1 (configuration not stated)	i
CCOc1ccc(C(=O)c2cn(CC(=O)Nc3cc(OC)cc(OC)c3)c3ccc(F)cc3c2=O)cc1	?
N#Cc1ccc(CN2C3CCC2CN(C(=O)Nc2ccccc2F)C3)cc1	-2%
CCC(c1cccs1)N1C(=O)[C@H]2CN(S(=O)(=O)c3cccc(OC)c3)C[C@H]2C1=O (some centres not stated)	-4%
CCc1cccc(C)c1NC(=O)C(CC)Sc1nncn2c1cc1occc12 (configuration not stated)	?
COC[C@@H]1CN(Cc2ccc(OC)cc2OC)C[C@H]1c1nc(C)no1	-5%
Cc1ccc(CS(=O)(=O)c2ncc(Cl)c(C(=O)Nc3nnc(C(C)C)s3)n2)cc1	-11%
O=C(C1CC(=O)N(c2ccc(F)c(Cl)c2)C1)N1CCc2c(nc[nH]c2=O)C1 (configuration not stated)	2%
CCCCC(CC)CNC(=O)c1ccc2c(=O)n(Cc3ccc(OC)cc3)c(=O)[nH]c2c1 (configuration not stated)	-15%
O=C1[C@@H]2C[C@@H](CN2C(=O)C2CC2)Oc2ccccc2N1Cc1ccccc1	i
O=C(CC1CCOCC1)NCC1CCN(Cc2ccccc2F)CC1	-17%
Next compounds:
SMILES	Pf Dd2 inh
CCC(O)c1cc2c(cc1NC(=O)c1ccccc1F)OCCO2 (configuration not stated)	-7%
CCCc1cc(C(=O)N2CCC(=O)N(CC3CC3)C(C(C)C)C2)cs1 (configuration not stated)	-11%
O=C(NCc1cccc(Cl)c1)C1CN(c2ccc(Cl)cc2)C(=O)N1 (configuration not stated)	i
Cc1cccc2c1-c1sc(C(=O)N3CCN(c4cccc(Cl)c4)CC3)cc1CO2	22%
CCn1nccc1C(=O)NCCc1ncc(C)n1CCOC	1%
Cc1ccc(C(=O)N2C[C@@H](CO)[C@H](c3ccncc3)C2)c(C)c1	i
CCN(CC)S(=O)(=O)c1ccc(NC(=O)NCc2noc3ccc(C)cc23)cc1	?
Cc1nc(NCCN2CCCC(C(N)=O)C2)c2cccnc2n1 (configuration not stated)	11%
COc1ccc(Cc2nc3ccc(C(=O)NCc4ccc(OC)cc4OC)cc3o2)cc1	?
Cc1ccc(OCC(=O)N(Cc2ccco2)Cc2ccco2)cc1C	?
COC(=O)[C@@H](Cc1c[nH]c2ccccc12)NC(=O)[C@@H]1CN(C(=O)Nc2ccccc2)CCN1C(=O)NC(C)C	i
Cc1[nH]c2c(C)ccc(C)c2c1CC(=O)N1Cc2ccccc2C(O)C1 (configuration not stated)	?
CC(=O)c1sc2c(c1C)c(=O)n(-c1ccc(Cl)cc1)c(=O)n2Cc1ccc(Cl)cc1	5%
CC(C)(C)CC(=O)Nc1ccc([C@@H](O)[C@H]2COCC(=O)N2Cc2ccc(F)cc2)cc1	i
COc1ccc(-c2oc3ncn4nc(COc5cccc(C)c5C)nc4c3c2-c2ccc(OC)cc2)cc1	40%[activator]
O=C(CCc1ccccc1)N1C[C@H]2OC(=O)N(CCCN3CCOCC3)[C@H]2C1	0%
COc1ccc(C2Cn3nnc(-c4nc(-c5ccccc5Cl)no4)c3CO2)cc1 (configuration not stated)	i
CCOc1ccc(CNC(=O)c2ccc3c(c2)nnn3C2CCCC2)cc1	53%[activator]
CC(=O)Nc1cccc(-c2cc(-c3ccncc3)c3cncn3c2)c1	i
OC1(c2csc(CN3CCN(c4ccccn4)CC3)n2)CCNCC1	2%[44.1 µM]
COc1ccc2c(c1)c1c(c(=O)n(-c3cccc(Cl)c3)c(=O)n1C)n2C	30%
Cn1cccc1C(=O)N[C@H]1C[C@@H](C(=O)O)N(C(=O)CSCC(=O)N2C[C@@H](NC(=O)c3cccn3C)C[C@H]2C(=O)O)C1	15%
COc1ccccc1CCNC(=O)c1ccc(-c2nc(CSc3ccc(C)cc3)c(C)o2)cc1	i
Cc1cccc(C(C)(C)C)c1NC(=O)N1CCOC(C(F)(F)F)C1 (configuration not stated)	i
O=C(NCc1ccccn1)C1CN(S(=O)(=O)c2cccnc2)CC12CCCCC2 (configuration not stated)	?

Laid out differently: entries from further up
COc1ccc2c(c1)c1c(c(=O)n(-c3cccc(Cl)c3)c(=O)n1C)n2C
  Pf Dd2 inh = 30%
Cn1cccc1C(=O)N[C@H]1C[C@@H](C(=O)O)N(C(=O)CSCC(=O)N2C[C@@H](NC(=O)c3cccn3C)C[C@H]2C(=O)O)C1
  Pf Dd2 inh = 15%

Following part.
SMILES	Pf Dd2 inh
CCc1nc2c(c(-c3ccc(OC)cc3)n1)CCN(C(=O)c1ccc(OC)cc1)CC2	28%
N#Cc1cccc(NC(=O)N[C@H]2[C@H](O)[C@@H](Sc3ccccc3)[C@@H]3OC[C@H]2O3)c1	i
O=C(Nc1ccc(F)cc1)N1CCC(O)(c2csc(CN3CCN(c4ccccn4)CC3)n2)CC1	?
CCCc1noc(-c2cn(C3CCN(C(=O)c4cc(F)cc(F)c4)CC3)nn2)n1	-6%
CN1C[C@@H]2OCC(=O)N[C@@H]2C1	-2%[76.6 µM]
O=S(=O)(c1ccc2nc(N3CCN(c4ccccc4)CC3)ccc2c1)N1CCCCC1	8%
CCOc1ncccc1C(=O)N[C@H](c1cncc(OC)c1)C1CC(O)C1 (some centres not stated)	-4%
CC(C)NC(=O)C[C@@H]1O[C@H](CNS(C)(=O)=O)[C@@H](O)[C@H]1O	33%[activator][44.1 µM]
CCn1ncc(CN2CC[C@@H]3C(=O)NCCCCCCN(Cc4ccncc4)[C@@H]3C2)c1C	?
CCOc1ccccc1C(=O)N1CCC2(CC1)CN(C(C)=O)CC2COC (configuration not stated)	-7%
N#Cc1ccc(CNC(=O)[C@@H]2Cc3nc[nH]c3CN2CC2CCCCC2)cc1	?
CCOC(=O)c1ccccc1NC(=O)CCc1c(C)nc2c(c1C)c(=O)n(C)c(=O)n2C	6%
Cc1cccc(N2CCN(C(=O)c3noc(-c4ccc5c(c4)OCO5)n3)CC2)c1	43%[activator]
O=C1NC2(CCCN(Cc3ccccc3C(F)(F)F)C2)COc2ccccc21 (configuration not stated)	?
CCCNC(=O)CSc1c2c(nc3ccc(Cl)cc13)CCCC2	-16%
O=C(c1ccc(Cl)nc1)N1CCC(N2CCCCCC2=O)CC1	12%[44.1 µM]
O=C(NCCc1noc(C2CC2)n1)C1(c2ccccc2)CC1	37%[activator]
COc1ccc(C2NC(=O)N(C)C3=C2C(=O)N(c2cccc(Cl)c2)C3)cc1 (configuration not stated)	-22%
COc1ccc(C(=O)N2CCC3(CC2)NC(=O)N(Cc2ccccc2)C3=O)c(C)c1	-21%
Cc1cccc(NC(=O)CSc2nc3ccccc3c3nc(CCn4cncc4C)nn23)c1	10µM*
CCCCOC(=O)c1ccc(NC(=O)CSc2nc3c(c(=O)[nH]2)CCCC3)cc1	20%
CCOC(=O)N1CCc2c(sc3c2c(=O)n(Cc2ccccc2)c(=O)n3CC(=O)Nc2cccc(C)c2)C1	?
Cc1ccc(Nc2nnc(-c3ccc(C)c(S(=O)(=O)N4CCOCC4)c3)c3ccccc23)cc1	?
COc1cccc(-c2nnc(SCC(=O)N(C)C3CCCCC3)o2)c1	0%
CC1=C[C@@H](CNC(=O)CC(C)(C)CC(=O)O)[C@H](C(C)C)C[C@H]1Cc1nc2ccncc2[nH]1	2%
Next part.
SMILES	Pf Dd2 inh
O=C(NC1CCCN(c2cc(-c3ccc(F)cc3)[nH]n2)C1)c1ccccc1 (configuration not stated)	-9%
CCN(CC)c1ccc(-c2nc(-c3ccncc3)no2)cc1[N+](=O)[O-]	25%
C[S+](=O)([O-])c1cccc(-c2ncc3c(n2)OCCN(CC2CC2)C3=O)c1	i
Cc1ccc2c(c1)c1c(c(=O)n(-c3ccccc3C)c(=O)n1CC(=O)NCCC1=CCCCC1)n2C	-12%
CC(=O)N(C1CC1)C1CCOC2(CCN(C(=O)Cn3c(=O)oc4ccccc43)CC2)C1 (configuration not stated)	?
Cc1ccc(CN2C(=O)N(c3ccccc3)C(=O)C2CC(=O)Nc2ccccc2)cc1 (configuration not stated)	10%
CC(=O)NC1(C)CCN(Cc2cccc(-c3ccc4c(ccn4C)c3)c2)C1 (configuration not stated)	?
CC(C)N1C[C@H](O)C[C@H]1c1nnc2n1CCN(C(=O)c1cccc3nccnc13)CC2	21%
CC(C)c1cnc(-c2ccncc2)[nH]1	?
COc1ccc(NC(=O)Cn2c(-c3ccc(F)cc3)nc(C)c(CCO)c2=O)cc1Cl	-24%
Cc1ccc(C2NC(=O)N(CC(=O)Nc3ccc(C(F)(F)F)cc3)C3=C2C(=O)OC3)cc1 (configuration not stated)	-5%
